# Screening results (PubChem)
# CHRM1 PAM – human CHRM1 positive allosteric modulation. P11229. CHO-K1 hM1, Fluo-8 calcium fluorescence, ACh EC20; 0% = ACh EC20, 100% = maximal ACh. activation, % at 3 µM. 360,000 tested, 0.088% active; in the data active means activation above about 19%, passing the limit was not always enough
# Target sequence (P11229 whole entry, looked up): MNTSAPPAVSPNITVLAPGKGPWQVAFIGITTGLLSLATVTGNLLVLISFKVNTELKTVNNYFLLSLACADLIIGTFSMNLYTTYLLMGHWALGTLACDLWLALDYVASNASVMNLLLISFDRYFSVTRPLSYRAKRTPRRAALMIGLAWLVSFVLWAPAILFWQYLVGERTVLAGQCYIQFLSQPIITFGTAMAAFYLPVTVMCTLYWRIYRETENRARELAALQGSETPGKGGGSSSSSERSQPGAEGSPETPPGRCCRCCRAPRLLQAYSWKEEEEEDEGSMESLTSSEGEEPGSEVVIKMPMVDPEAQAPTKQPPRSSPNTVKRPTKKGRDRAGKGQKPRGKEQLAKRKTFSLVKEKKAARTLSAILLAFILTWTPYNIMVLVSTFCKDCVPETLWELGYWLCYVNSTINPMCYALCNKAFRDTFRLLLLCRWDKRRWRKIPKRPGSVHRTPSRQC
# CHRM5 agonist – agonists of human muscarinic M5 receptor (CHRM5) | P08912 | 360,000 tested, 0.19% active | activation, % at 3 µM | CHO-K1 hM5 cells, Fluo-8 calcium fluorescence; 0% DMSO wells, 100% maximal acetylcholine response;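 active means activation above the run's mean over test compounds plus 3 SD, cut at about 23% in these data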;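 further: signal is peak over basal fluorescence ratio across the kinetic read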
# CHRM4 agonist – CHRM4 agonism in calcium assay | P08173 | CHO-K1 hM4/Gqi5, Fluo-8 calcium fluorescence; vehicle 0%, full acetylcholine response 100% | activation, % at 3 µM | 360,000 tested, 0.14% active | AID 624127;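 active means activation above the run mean over all test wells plus 3 SD, cut at about 32% in these data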;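 further: peak over basal fluorescence ratio per well then scaled between controls; 0% = DMSO wells and 100% = acetylcholine at EC100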
# Target sequence (P08173 whole entry, looked up): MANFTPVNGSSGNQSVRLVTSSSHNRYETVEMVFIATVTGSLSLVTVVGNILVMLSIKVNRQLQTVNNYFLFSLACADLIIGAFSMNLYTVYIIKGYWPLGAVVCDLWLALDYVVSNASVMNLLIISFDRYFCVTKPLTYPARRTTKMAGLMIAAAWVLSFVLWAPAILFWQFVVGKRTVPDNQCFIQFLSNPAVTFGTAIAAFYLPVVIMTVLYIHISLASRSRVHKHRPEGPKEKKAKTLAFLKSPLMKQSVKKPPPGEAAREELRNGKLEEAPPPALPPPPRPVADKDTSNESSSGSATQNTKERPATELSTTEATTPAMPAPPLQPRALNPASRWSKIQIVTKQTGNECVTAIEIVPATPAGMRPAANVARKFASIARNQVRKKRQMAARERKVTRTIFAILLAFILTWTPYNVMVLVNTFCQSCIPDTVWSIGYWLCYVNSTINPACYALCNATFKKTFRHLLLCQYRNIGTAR
# M5 PAM – positive allosteric modulators of human muscarinic M5 receptor; 360,000 tested, 0.3% active; AID 624038; activation, % at 3 µM; P08912; CHO-K1 hM5, Fluo-8 calcium, ACh EC20 PAM; 0% = ACh EC20, 100% = ACh EC100;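 active means activation above the run cutoff, the mean activation of all test compounds plus 3 SD, cut at about 18% in these data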
#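 System: CHO-K1 hM5 cells. Reagent: acetylcholine, EC20 level. Compound dosing: single dose, 3 µM nominal final test concentration. Timing: Post-acetylcholine fluorescence recording 140 s. Detection: Fluo-8 calcium fluorescence. Read-out: % activation, ACh-normalized. Benchmarks: ACh EC20 and EC100 wells. Repeats: singlicate, one well per test compound.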
# CHRM4 antagonist – CHRM4 antagonism in calcium assay; P08173; inhibition, % at 3 µM; 360,000 tested, 0.73% active; CHO-hM4 cells, ACh EC80, Fluo-8 calcium fluorescence;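 active means inhibition above its plate's cutoff, the mean inhibition of sample wells plus 3 SD, cut at about 27% in these data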;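 further: 0% = acetylcholine EC80 with DMSO and 100% = DMSO without agonist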
# CHRM4 PAM – CHRM4 positive allosteric modulation; P08173; AID 624126; 360,000 tested, 0.4% active; activation, % at 3 µM; CHO-K1 hM4/Gqi5, Fluo-8 calcium fluorescence, ACh EC20; 0% = ACh EC20, 100% = maximal ACh;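 active means activation above its plate's cutoff, the mean activation of sample wells plus 3 SD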; further: some results filed as inactive read as strong as hits
# CRFBP-R2 block – CRF-BP/CRF-R2 complex antagonism | HEK293 CRF-R2/CRF-BP, CRF-induced calcium fluorescence | inhibition, % at 11.8 µM | AID 588475 | 350,000 tested, 0.59% active;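 active means inhibition of the ligand-induced calcium signal above about 50% at the single tested concentration, limit read from the data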
# CRFR2-BP ag – CRF-BP/CRF-R2 complex agonism; AID 588473; 350,000 tested, 0.46% active; HEK293 CRF-R2/CRF-BP, calcium dye fluorescence (FLIPR); percent of saturating CRF peptide response; activation, % at 13.2 µM;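 active means activation of at least 50%, plus an integration ratio under a set limit after plate pattern correction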;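 further: plate controls were neutral control wells without compound for no effect and CRF at EC100 for full effect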
# CHRM5 antagonist – antagonists of human muscarinic M5 receptor (CHRM5); inhibition, % at 3 µM; 360,000 tested, 0.59% active; CHO-hM5 cells, Fluo-8 calcium fluorescence, ACh EC80; P08912;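 active means inhibition above a per-plate cutoff, the mean of that plate's test compounds plus 3 SD, cut at about 27% in these data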;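 further: 0% = acetylcholine EC80 with DMSO and 100% = DMSO without agonist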
# * marks the source's active call; other numbers are inactive results; / = no result given; & = joins results of further samples.
SMILES,CHRM1 PAM,CHRM5 agonist,CHRM4 agonist,M5 PAM,CHRM4 antagonist,CHRM4 PAM,CRFBP-R2 block,CRFR2-BP ag,CHRM5 antagonist
O=C(Nc1cc(=O)c2ccccc2o1)N1CCOCC1,-14,6,9,-9,22,-2,-13,2.2,13
COc1ccc(CC(=O)Nc2cccc(SC)c2)cc1OC,0,10,12,-19,2,-9,6,0.3,14
CCC(C)[C@H]1COCCS(=O)(=O)N1Cc1ccccc1F (some centres not stated),3,-3,0,7,2,11,-1,0.2,7
Cc1cc(=O)oc2cc(OCC(=O)NCC3CCCO3)ccc12 (configuration not stated),4,-1,0,-7,-1,-3,14,-0.1,13
CCn1cc(/C=C(\NC(=O)c2ccccc2F)C(=O)NCCCN2CCOCC2)c2ccccc21,5,-4,3,1,-10,0,15,-1.3,-10
Cc1sc(NC(=O)CSc2nnnn2C)c(C#N)c1C,2,-3,3,5,-10,9,-2,-1.2,4
NC(Cc1ccc(Cl)cc1)c1csc(Nc2ccc(S(N)(=O)=O)cc2)n1 (configuration not stated),4,0,1,1,-5,0,/,/,-2
O=C(N/N=C/c1ccc([N+](=O)[O-])o1)c1sc2ccccc2c1Cl,6,-8,2,-3,-5,-2,8,-1.5,1
Cc1ccn2c(NC3CCCCC3)c(-c3cccc(SC4CCCCC4)c3)nc2c1,0,1&3,0&-1,12&-1,10&-4,-2&-3,-4,1.2,4&-5
Cc1cccn2c(=O)c3cc(C(=O)NCCN4CCOCC4)c(=N)n(Cc4cccnc4)c3nc12,9,11,0,28*,-10,5,4,-0.1,9
Cc1c(NC(=O)/C(=C/c2cccs2)NC(=O)c2ccccc2)c(=O)n(-c2ccccc2)n1C,8,0,1,6,-3,5,-6,4.8,7
N#Cc1ccc(Oc2cccc(C(=O)O)c2)cc1C#N,7,-4,0,7,-4,5,-1,-1.0,-9
Cc1cccc(-c2nnn(Cc3nnc(NC(=O)c4ccccc4)s3)n2)c1,6,0,0,-3,17,5,-7,2.6,-3
Cc1ccc(C(=O)OCC(=O)NC(C)c2ccccc2)cc1C (configuration not stated),18,1,1,11,-12,14,7,-1.8,-14
O=C(Nc1ccccc1)c1ccc(N2CCN(c3ccccn3)CC2)c(S(=O)(=O)N2CCOCC2)c1,2,-1,8,-6,19,-8,-1,-0.1,7
COc1ccc(Br)c(-c2nnc(CS(=O)(=O)c3ccccc3)o2)c1,11,-2,2,-1,2,-6,9,-0.5,12
COc1ccc(CCC(=O)NNC(=O)Nc2ccc(OC)c(OC)c2)cc1,6,-3,1,-7,-5,-2,8,-0.4,1
NC(Cc1ccc(F)cc1)c1csc(Nc2ccc(C(=O)c3ccccc3)cc2)n1 (configuration not stated),3,7,24,8,9,-3,/,/,-1
CCOC(=O)/C(N=Nc1c(C)n(C)n(-c2ccccc2)c1=O)=C(\C)O,17,-3,-1,-3,2,11,15,-3.4,7
CC(=O)N1N=C(c2cccs2)CC1c1cccc([N+](=O)[O-])c1 (configuration not stated),10,-4,1,1,-6,-4,-2,-3.3,-2
CS(=O)(=O)c1ccc2nc(NC(=O)c3ccccc3)sc2c1,8,-5,8,-2,-6,4,-4,-1.2,12
O=C(NC1CCCC1)C1c2ccccc2C(=O)N1C1CCCCC1 (configuration not stated),1,-3,0,-2,-4,8,-13,-0.8,7
CCCCN(C(=O)c1ccc([N+](=O)[O-])s1)c1c(N)n(CCCC)c(=O)[nH]c1=O,10,-2,0,6,-4,7,-11,1.9,-10
COC(=O)COc1ccc(Oc2cc(C)nc(SC)n2)nn1,-1,2,0,-3,-3,4,6,-1.0,-4
Clc1ccc2c(N3CCOCC3)ccnc2c1,3,5,2,3,-3,-4,-5,-0.9,4
CC(C)(C)NC(=O)NC(=O)CSc1ccc(S(=O)(=O)N2CCCCC2)cn1,2,2,4,-3,-4,-2,-1,0.3,3
O=C(O)c1cccc(Nc2nc3ccccc3nc2NS(=O)(=O)c2cccs2)c1,4,-1,1,0,-24,18*,8,1.4,-8
CC(C)N(C(=O)CSc1nc2c([nH]1)c(=O)n(C)c(=O)n2C)c1ccccc1,6,1,1,1,-16,17*,6,0.2,-1
OCC1(CCOc2ccccc2)CCN(Cc2ccc(OC(F)F)cc2)CC1,-11,-19,6,-5,14,-14,-4,4.8,-4
CN1CCNC(=O)C1CC(=O)NCCc1ccccc1F (configuration not stated),13,-3,1,6,2,3,-6,2.2,-2
O=C(c1cccs1)N1CCN(Cc2nc(-c3ccccc3)no2)CC1,-10,1,1,-3,-6,2,-2,-1.5,4
COc1ccc([N+](=O)[O-])cc1NC(=O)C(C)N(C)Cc1cccc(OC)c1OC (configuration not stated),7,-4,0,1,7,0,27,-0.6,-5
Cc1nn(C)c(C(=O)N/N=C/c2ccc(Br)cc2)c1Cl,4,-4,0,1,8,-1,25,-1.6,1
N#Cc1c(-c2ccccc2)ccnc1N1CCOCC1,8,-3,1,4,-11,2,6,-1.3,4
COC(=O)CN(n1cnnc1)S(=O)(=O)c1ccccc1,4,-2,0,-5,-2,1,-9,0.1,11
Cc1nn2cc(-c3ncc(C(F)(F)F)cc3Cl)cnc2c1Br,-5,2,1,5,0,4,-38,-1.4,-6
CCn1c(Cc2ccccc2)nnc1SCC(=O)Nc1ccc(OC)cc1,0,-6,1,0,-1,1,-9,1.1,0
O=c1cc(-c2ccccc2)nc(SCc2ccc(F)cc2)[nH]1,5,0,0,4,2,0,4,-1.0,1
O=C(C1CCCN(Cc2ccc(Cl)cc2)C1)N1CCCCC1 (configuration not stated),-8,-7,1,-5,-3,-5,11,6.1,9
CCOC(=O)c1cnc2c(-c3ccccc3)c(C)nn2c1N,5,1,0,-3,1,9,-12,0.3,-5
O=C(c1cc(Cl)ccc1F)N1CCCC(Nc2ccc3c(c2)OCCO3)C1 (configuration not stated),9,-3,0,-4,7,-4,-3,0.5,10
COc1ccc(C(c2oc(CO)cc(=O)c2O)c2oc(CO)cc(=O)c2O)cc1,8,0,1,4,-4,6,-3,-2.9,1
CC(=O)Nc1ccc(N/C=C/C(=O)c2ccc(C)o2)cc1,16,3,4,-1,-7,8,-4,1.4,-2
Cc1ccc(CNC(=O)CCn2nc(-c3ccc(Cl)cc3)ccc2=O)cc1,3,-4,2,-2,-3,2,-14,-1.1,6
CCOC(=O)C1(CCCc2ccccc2)CCN(C(=O)CCCn2cncn2)CC1,4,4,10,-4,-3,3,-4,-0.9,0
CC(=O)Oc1c(C)cc(Cl)cc1C(=O)Nc1ccc([N+](=O)[O-])cc1Cl,-5,9,13,-15,2,-8,30,83*,22
C=CCn1c(SCC(=O)N(C)C2CCS(=O)(=O)C2)nc2ccccc2c1=O (configuration not stated),7,-2,1,6,8,3,-11,8.7,0
Cc1ccccc1N=C/C=C1\N(C)c2ccccc2C1(C)C,-7,0,0,-4,-2,4,-16,5.0,1
COCC(C)N1CCC(Oc2cccc(C(=O)NCCc3ccccc3)c2)CC1 (configuration not stated),-1,-9,3,-6,3,-5,11,-1.7,-8
CC(Sc1nc(N(C)C)nc(N2CCOCC2)n1)C(=O)Nc1ccccc1 (configuration not stated),-4,-1,0,-4,9,-1,9,-1.5,9

# Whole records, quoted from the list.
# COc1ccc(C(c2oc(CO)cc(=O)c2O)c2oc(CO)cc(=O)c2O)cc1 is listed with CHRM1 PAM: 8; CHRM5 agonist: 0; CHRM4 agonist: 1; M5 PAM: 4; CHRM4 antagonist: -4; CHRM4 PAM: 6; CRFBP-R2 block: -3; CRFR2-BP ag: -2.9; CHRM5 antagonist: 1
# CC(=O)Nc1ccc(N/C=C/C(=O)c2ccc(C)o2)cc1 is listed with CHRM1 PAM: 16; CHRM5 agonist: 3; CHRM4 agonist: 4; M5 PAM: -1; CHRM4 antagonist: -7; CHRM4 PAM: 8; CRFBP-R2 block: -4; CRFR2-BP ag: 1.4; CHRM5 antagonist: -2
# CCOC(=O)C1(CCCc2ccccc2)CCN(C(=O)CCCn2cncn2)CC1 is listed with CHRM1 PAM: 4; CHRM5 agonist: 4; CHRM4 agonist: 10; M5 PAM: -4; CHRM4 antagonist: -3; CHRM4 PAM: 3; CRFBP-R2 block: -4; CRFR2-BP ag: -0.9; CHRM5 antagonist: 0

# (list continues)
SMILES,CHRM1 PAM,CHRM5 agonist,CHRM4 agonist,M5 PAM,CHRM4 antagonist,CHRM4 PAM,CRFBP-R2 block,CRFR2-BP ag,CHRM5 antagonist
O=C(Nc1ccc(O)cc1)c1cc(S(=O)(=O)N2CCCC2)ccc1Cl,-2,-2,1,-3,7,-4,-44,0.0,1
CCC1CCCCN1CCCNC(=O)c1nn(C)c2c1CS(=O)(=O)c1ccccc1-2 (configuration not stated),-1,-8,0,2,-7,1,-2,0.5,5
Cc1csc2c(SCC(=O)NNC(=O)C(Cl)Cl)ncnc12,13,-5,0,3,-2,1,1,0.2,2
Cn1c(CC(=O)Nc2ccc(Cl)c(Cl)c2)nnc1SCC(=O)N1CCN(c2ccccc2)CC1,-7,2,29,-3,23,-25,-46,1.5,14
O=C(OCC(=O)N1CCN(c2cccc(Cl)c2)CC1)c1ccco1,4,2,4,-4,-5,4,-1,0.5,1
CCC(NC(=O)CN1CCN(C(=O)c2cccs2)CC1)c1ccc(C)cc1 (configuration not stated),4,2,1,1,-8,10,-5,0.4,7
Cc1ccc(S(=O)(=O)CC(N)=O)cc1,8,2,0,0,3,2,1,0.1,1
C=CCSc1nc(-c2ccc(OC)cc2)c(C#N)c(=O)n1CC=C,-11,-8,2,-8,0,-9,23,-1.1,3
COC(=O)C1=C(C)N(c2ccc(F)cc2)C(=O)C1,7,-3,0,7,-2,11,10,1.7,-2
Cc1noc(C(=O)Nc2cccnc2)c1Cl,5,1,1,-3,-11,3,23,0.6,3
Cc1nnc(Nc2ccc(C(=O)N3CCOCC3)cc2)c2ccccc12,27*,1,1,6,-11,9,20,-4.6,-9
Clc1cccc(CN2CCSCC2)c1,8,2,1,4,-8,0,-7,-0.6,0
Cc1ccc(C(=O)OCC(=O)NCc2ccco2)cc1C,9,2,2,3,7,1,0,-0.4,-2
O=S(=O)(Nc1ccccn1)c1ccc(Br)cc1,5,0,-1,4,-8,1,-19,-1.0,5
C/C(=N\NC(=O)c1cc(C2CC2)nc2ccccc12)c1ccc(O)cc1O,6,-5,2,8,2,-5,-9,-0.6,-17
Cn1c(SCc2nc3ccccc3c(=O)[nH]2)nc2ccccc21,6,-1,3,0,2,5,-15,1.8,-4
O=C(CSc1ccc2ccccc2n1)N/N=C/c1ccccc1O,13,-4,3,4,-9,-5,3,-0.9,1
O=C(COC(=O)c1ccccc1NS(=O)(=O)c1cccs1)NC1CCCCC1,4,-2,2,-7,-7,-9,-1,0.3,-2
COc1ccccc1N1CCN(CC(=O)Nc2sccc2C#N)CC1,7,0,3,-6,-1,-3,21,-7.2,7
COc1ccc(CNC(=O)C2CCC(CNc3c(N4CCCCC4)c(=O)c3=O)CC2)cc1 (configuration not stated),11,1,0,1,0,-1,9,-0.8,3
COCCN(C(=O)COC(=O)c1cc2ccccc2cc1O)c1c(N)n(Cc2ccccc2)c(=O)[nH]c1=O,5,0,1,-3,-5,-6,-9,-1.1,0
Cc1cc2oc3cc(NCCC4CCCN4C)ccc3c(=O)c2cc1C (configuration not stated),-4,-7,0,11,-7,-2,11,-1.2,3
COc1ccc(/C=N/NC(=O)c2ccc(CSc3nc(C)cc(C)n3)cc2)cc1O,2,1,3,-1,4,6,-3,0.6,8
CCOC(=O)C1(Cc2ccccc2C)CCCN(C(=O)c2cc(C3CC3)[nH]n2)C1 (configuration not stated),3,-1,2,4,1,-13,-6,-2.2,-24
